TWEAK Fn14 block – inhibitors of TWEAK-Fn14 signaling, primary screen, luciferase reporter cells, uHTS; TWEAK-stimulated Fn14 reporter cells, luciferase luminescence, 8 h; inhibition, % at 10 µM; 360,000 compounds, 2% hits; in the data active = inhibition above about 50%
NCOA3 inh – SRC3 coactivator transcriptional activity inhibitors, primary screen, cell-based, luminescence. Nuclear receptor coactivator 3 (Homo sapiens), Q9Y6Q9. HEK293 GAL4-SRC3 luciferase reporter. inhibition, % at 3.6 µM. 360,000 compounds, 0.17% hits. AID 588352, 2011;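 active = inhibition above a per-campaign cutoff, the mean of all compounds plus 3 SD, cut at about 60% in these data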;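 also: 0% = DMSO-treated cells and 100% = gossypol-treated cells at 36 µM; higher means less SRC3-driven luciferase light from the GAL4 reporter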
SRC1 inh – SRC1 coactivator transcriptional activity inhibitors, primary screen, cell-based, luminescence | Nuclear receptor coactivator 1 (Homo sapiens), Q15788 | 360,000 compounds, 0.12% hits | HEK293 GAL4-SRC1 luciferase reporter | inhibition, % at 3.6 µM | AID 588354, 2011;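 active = inhibition above the campaign mean plus 3 SD, with each screening campaign given its own cutoff, cut at about 60% in these data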;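 also: 0% = DMSO treated cells and 100% = gossypol at 36 µM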
TRAIL sens C8 – viability loss with TRAIL in NB7+C8 cells, primary screen, TRAIL sensitizer project, cell-based, ATPlite luminescence. 360,000 compounds, 1% hits. inhibition (viability loss, TRAIL sensitization), % at 10 µM;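 active = compounds causing at least 50% loss of cell viability in the single-dose screen, relative to plate controls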
KKLEB tox – cytotoxicity in KKLEB CF airway cells, primary screen, cytotoxicity control for CF NF-kB inhibitor project, cell-based, uHTS, fluorescence assay plates; KKLEB CF airway cells viability, ATPlite luminescence, overnight; active compounds read low; cells stimulated with P. aeruginosa culture filtrate; activity change (cytotoxicity), % at 5 µM; 360,000 compounds, 0.36% hits;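 active = corrected activity change at or below -50% at 5 µM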
NR2F2 inh – NR2F2 transcriptional activity inhibitors, primary screen, cell-based, luciferase reporter, HEK293T, luminescence; HEK293T NGFI-A luciferase reporter; inhibition, % at 8.6 µM; 370,000 compounds, 0.7% hits;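 active = inhibition above a per-plate cutoff, mean inhibition of test wells between control levels plus 3 SD, cut at about 38% in these data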;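 also: cells cotransfected with COUP-TFII expression vector driving the NGFI-A reporter; 0% = median of COUP-TF2 test wells and 100% = reporter-only cells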
Target sequence (P24468 whole entry, looked up): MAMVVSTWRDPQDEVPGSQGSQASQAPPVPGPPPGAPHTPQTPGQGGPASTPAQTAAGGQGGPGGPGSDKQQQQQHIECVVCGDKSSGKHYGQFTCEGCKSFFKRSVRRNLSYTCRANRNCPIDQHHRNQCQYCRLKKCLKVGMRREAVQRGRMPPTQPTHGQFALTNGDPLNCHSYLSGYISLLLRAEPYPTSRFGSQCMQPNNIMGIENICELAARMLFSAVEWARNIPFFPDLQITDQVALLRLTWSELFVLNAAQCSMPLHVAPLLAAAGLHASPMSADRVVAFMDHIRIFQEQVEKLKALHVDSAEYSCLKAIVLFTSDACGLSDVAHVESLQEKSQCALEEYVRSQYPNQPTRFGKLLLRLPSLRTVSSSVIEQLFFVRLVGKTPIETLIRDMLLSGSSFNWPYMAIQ
TROY NFkB inh – inhibitors of TROY-driven NF-kB signaling, primary screen, Q293 LMP1-TROYcd cells, NF-kB luciferase, uHTS; inhibition, % at 10 µM; Q293 LMP1-TROYcd NF-kB luciferase reporter, 4 h; 360,000 compounds, 0.98% hits;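 active = compounds whose plate-normalised and pattern-corrected inhibition of the luciferase reporter signal at the single screening dose is 50% or more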
LRH-1 inv ag – LRH-1 (NR5A2) inverse agonists, primary screen, cell-based, luminescence, HEK293T, StAR-luciferase reporter; Nuclear receptor subfamily 5 group A member 2 (Homo sapiens), O00482; LRH-1 transfected, 24 h; inhibition, % at 3.6 µM; 360,000 compounds, 0.13% hits; AID 602396, 2012;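 active = inhibition above the mean inhibition of all tested compounds plus 3 SD, cut at about 73% in these data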;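 also: 0% = DMSO wells and 100% = reporter-only cells lacking LRH-1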
Target sequence (O00482 whole entry, looked up): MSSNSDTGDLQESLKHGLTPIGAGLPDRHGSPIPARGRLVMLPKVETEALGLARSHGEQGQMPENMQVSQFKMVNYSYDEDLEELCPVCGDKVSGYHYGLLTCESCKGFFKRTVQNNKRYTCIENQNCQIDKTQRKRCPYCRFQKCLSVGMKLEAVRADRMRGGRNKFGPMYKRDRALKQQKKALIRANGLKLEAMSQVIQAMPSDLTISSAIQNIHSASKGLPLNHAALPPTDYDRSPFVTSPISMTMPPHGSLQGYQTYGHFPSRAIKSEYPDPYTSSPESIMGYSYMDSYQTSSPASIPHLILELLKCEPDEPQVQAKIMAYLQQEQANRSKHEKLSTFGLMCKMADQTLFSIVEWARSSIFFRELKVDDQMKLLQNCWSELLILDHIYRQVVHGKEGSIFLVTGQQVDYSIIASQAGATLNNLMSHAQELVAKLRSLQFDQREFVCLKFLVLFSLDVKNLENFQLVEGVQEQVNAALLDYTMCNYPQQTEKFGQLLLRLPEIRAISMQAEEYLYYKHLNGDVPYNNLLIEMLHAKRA
EBV LMP1 NFkB – EBV LMP1-driven NF-kappaB luciferase reporter inhibitors, primary screen, cell-based, luminescence, single point | LMP1-induced NF-kappaB luciferase reporter cells | inhibition, % at 12.5 µM | 350,000 compounds, 0.69% hits | AID 504558, 2011; in the data active = inhibition above about 41%;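 also: 0% = neutral control wells and 100% = reference inhibitor control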
Shn3 3UTR inh – reduction of Shn3 3'UTR firefly luciferase signal, primary screen, Schnurri-3 inhibitor project, cell-based, Clone20 osteoblasts, set 2; Clone20 osteoblast Shn3 3'UTR firefly luciferase, 24 h; inhibition, % at 12.5 µM; 360,000 compounds, 0.52% hits; AID 588674, 2011;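 active = mean inhibition of at least 75% with every replicate also reaching 75%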;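 also: 0% = median of neutral control wells and 100% = pilot-screen positive control compound; some compounds past the cut are filed as inactive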
CF NFkB block – inhibitors of PAF-induced NF-kB signaling, primary screen, cell-based, GFP fluorescence, uHTS | KKLEB NF-kB-GFP reporter, GFP fluorescence overnight | inhibition, % at 5 µM | 360,000 compounds, 0.86% hits | AID 588850, 2011;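 active = at least 50% inhibition at 5 µM, scaled per plate between neutral and stimulator controls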;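 also: PAF is a Pseudomonas aeruginosa culture filtrate used as stimulus; plate controls were PAF-stimulated DMSO wells for no effect and unstimulated DMSO wells for full effect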
* = called active by the depositor. Some of the compounds tested, so the mix of outcomes need not match the whole.

Screening C/C(=N\NC(=O)c1ccco1)c1cc(Cl)sc1Cl returned TWEAK Fn14 block -22, NCOA3 inh -36, SRC1 inh -84, TRAIL sens C8 -19, KKLEB tox -9, NR2F2 inh -63, TROY NFkB inh -42, LRH-1 inv ag -90, EBV LMP1 NFkB -3, Shn3 3UTR inh -13 and CF NFkB block -23.
Screening C[C@H]1CN(CCc2ccccc2)C(=O)[C@@H]1CC(=O)Nc1ccc(Br)cc1 returned TWEAK Fn14 block 2, NCOA3 inh -4, SRC1 inh -12, TRAIL sens C8 0, KKLEB tox -13, NR2F2 inh 3, TROY NFkB inh -1, LRH-1 inv ag -7, EBV LMP1 NFkB 0, Shn3 3UTR inh -10 and CF NFkB block -19.
`C(#CCN1CCOCC1)COC(c1ccccc1)c1ccccc1` gave TWEAK Fn14 block -6, NCOA3 inh 0, SRC1 inh -1, TRAIL sens C8 -7, KKLEB tox -15, NR2F2 inh 10, TROY NFkB inh 24, LRH-1 inv ag 5, EBV LMP1 NFkB 0, Shn3 3UTR inh 2 and CF NFkB block -2.
COc1cccc(/C=C/C(=O)OCC(=O)Nc2cc(C(F)(F)F)ccc2Cl)c1 was read as TWEAK Fn14 block -24, NCOA3 inh 28, SRC1 inh 16, TRAIL sens C8 -4, KKLEB tox 8, NR2F2 inh 0, TROY NFkB inh -3, LRH-1 inv ag 12, EBV LMP1 NFkB 9, Shn3 3UTR inh 7 and CF NFkB block 1.
For CCOc1ccc(CN2C(=O)c3ccccc3C2C(=O)NCc2cccnc2)cc1 (stereo not given) the results were TWEAK Fn14 block -5, NCOA3 inh 5, SRC1 inh -39, TRAIL sens C8 5, KKLEB tox 6, NR2F2 inh 13, TROY NFkB inh -1, LRH-1 inv ag 29, EBV LMP1 NFkB -16, Shn3 3UTR inh -8 and CF NFkB block 6.
Screening CCOC(=O)C(Cc1ccnnc1)=NO returned TWEAK Fn14 block -1, NCOA3 inh -6, SRC1 inh 5, TRAIL sens C8 5, KKLEB tox 20, NR2F2 inh -3, TROY NFkB inh -5, LRH-1 inv ag -12, EBV LMP1 NFkB 0, Shn3 3UTR inh 1 and CF NFkB block -5.
c1ccc(-c2cc3ccccc3nc2N2CCCC2)cc1 was read as TWEAK Fn14 block 3, NCOA3 inh 4, SRC1 inh 11, TRAIL sens C8 -6, KKLEB tox 5, NR2F2 inh 5, TROY NFkB inh -69, LRH-1 inv ag 22, EBV LMP1 NFkB -8, Shn3 3UTR inh 12 and CF NFkB block -10.
COc1ccc(NC(=O)C2(c3ccc(NC(=O)c4ccc(OC(C)=O)cc4)cc3)CCCC2)cc1 was read as TWEAK Fn14 block -15, NCOA3 inh 5, SRC1 inh 2, TRAIL sens C8 0, KKLEB tox 8, NR2F2 inh -15, TROY NFkB inh -27, LRH-1 inv ag -1, EBV LMP1 NFkB -3, Shn3 3UTR inh 11 and CF NFkB block -5.
For O=C(Nc1cccc(-c2nc3ccccc3s2)c1)c1cc(-n2cnnc2)ccc1Cl the results were TWEAK Fn14 block 46, NCOA3 inh -36, SRC1 inh -45, TRAIL sens C8 24, KKLEB tox -3, TROY NFkB inh 14, LRH-1 inv ag -80, EBV LMP1 NFkB -22, Shn3 3UTR inh -88 and CF NFkB block -32.
For O=C(COC(=O)c1cc(S(=O)(=O)N2CCCC2)ccc1O)Nc1ccc(S(=O)(=O)N2CCOCC2)cc1 the results were TWEAK Fn14 block 12, NCOA3 inh 3, SRC1 inh 10, TRAIL sens C8 -8, KKLEB tox -5, NR2F2 inh -6, TROY NFkB inh 22, LRH-1 inv ag -8, EBV LMP1 NFkB 3, Shn3 3UTR inh -20 and CF NFkB block -5.
`CC(=O)COc1ncnc2c(Cl)cc(Cl)cc12` gave TWEAK Fn14 block -13, NCOA3 inh -5, SRC1 inh -40, TRAIL sens C8 1, KKLEB tox -3, NR2F2 inh -14, TROY NFkB inh 17, LRH-1 inv ag -10, EBV LMP1 NFkB 10, Shn3 3UTR inh 16 and CF NFkB block 3.
Cc1nc2ccc(Nc3nc4cc(S(=O)(=O)N5CCOCC5)ccc4o3)cc2s1 was read as TWEAK Fn14 block 10, NCOA3 inh -6, SRC1 inh -8, TRAIL sens C8 4, KKLEB tox -2, NR2F2 inh -17, TROY NFkB inh 8, LRH-1 inv ag 9, EBV LMP1 NFkB -12 and CF NFkB block 2.
CC(OC(=O)CNS(=O)(=O)c1ccc(C#N)cc1)C(=O)Nc1ccc(Cl)cn1 (stereo not given) was read as TWEAK Fn14 block 7, NCOA3 inh 15, SRC1 inh -15, TRAIL sens C8 -7, KKLEB tox -8, NR2F2 inh 4, TROY NFkB inh 17, LRH-1 inv ag 2, EBV LMP1 NFkB 1, Shn3 3UTR inh -9 and CF NFkB block 2.
For COc1ccccc1CC1CC(=O)N(c2cccc(Cl)c2C)C1=O (stereo not given) the results were TWEAK Fn14 block 7, NCOA3 inh 24, SRC1 inh -26, TRAIL sens C8 2, KKLEB tox -6, NR2F2 inh 6, TROY NFkB inh -8, LRH-1 inv ag 13, EBV LMP1 NFkB -4, Shn3 3UTR inh 2 and CF NFkB block 7.
For Cc1ccc(NC2=Nc3ccccc3CC2)cc1 the results were TWEAK Fn14 block 72*, NCOA3 inh -97, SRC1 inh -112, TRAIL sens C8 24, KKLEB tox -5, NR2F2 inh -69, TROY NFkB inh 61*, LRH-1 inv ag -110, EBV LMP1 NFkB 1, Shn3 3UTR inh 19 and CF NFkB block -3.
Screening CCOC(=O)c1ccc(NS(=O)(=O)c2ccc3oc(=O)[nH]c3c2)cc1 returned TWEAK Fn14 block 3, NCOA3 inh -7, SRC1 inh 1, TRAIL sens C8 -9, KKLEB tox -3, NR2F2 inh 4, TROY NFkB inh 7, LRH-1 inv ag -6, EBV LMP1 NFkB 1, Shn3 3UTR inh 3 and CF NFkB block 5.
O=C(CN1CCc2ccccc2C1)NCc1ccco1 was read as TWEAK Fn14 block 8, NCOA3 inh 6, SRC1 inh -8, TRAIL sens C8 -16, KKLEB tox -10, NR2F2 inh -3, TROY NFkB inh 9, LRH-1 inv ag -1, EBV LMP1 NFkB -6, Shn3 3UTR inh 9 and CF NFkB block 4.
`CCN1CCN(C(=O)CN2C(=O)c3cccc4cccc2c34)CC1` gave TWEAK Fn14 block -12, NCOA3 inh 1, SRC1 inh 1, TRAIL sens C8 0, KKLEB tox 0, NR2F2 inh -5, TROY NFkB inh 5, LRH-1 inv ag -7, EBV LMP1 NFkB -2, Shn3 3UTR inh -41 and CF NFkB block -2.
Cc1ccc(-n2c(-c3ccco3)nc3c(cnn3-c3ccc(C)cc3)c2=O)cc1 was read as TWEAK Fn14 block -9, NCOA3 inh -10, SRC1 inh -6, TRAIL sens C8 20, KKLEB tox -9, NR2F2 inh 1, TROY NFkB inh 26, LRH-1 inv ag 8, EBV LMP1 NFkB 11, Shn3 3UTR inh -21 and CF NFkB block 15.
For CCOC(=O)Cc1cc(=O)[nH]n(-c2ccccc2)c1=O the results were TWEAK Fn14 block -12, NCOA3 inh -21, SRC1 inh -1, TRAIL sens C8 -10, KKLEB tox -14, NR2F2 inh -8, TROY NFkB inh -4, LRH-1 inv ag 12, EBV LMP1 NFkB -10, Shn3 3UTR inh -4 and CF NFkB block -5.
CN1CCN(c2nc3c(c(=O)n(C)c(=O)n3C)n2CC(N)=O)CC1 was read as TWEAK Fn14 block 10, NCOA3 inh -2, SRC1 inh -6, TRAIL sens C8 -27, KKLEB tox 3, NR2F2 inh 0, TROY NFkB inh -10, LRH-1 inv ag -1, EBV LMP1 NFkB 6, Shn3 3UTR inh -7 and CF NFkB block 1.
O=C(Nc1cccc(C(=O)N2CCCCCC2)c1)c1ccco1 was read as TWEAK Fn14 block 0, NCOA3 inh -31, SRC1 inh -12, TRAIL sens C8 8, KKLEB tox 4, NR2F2 inh -5, TROY NFkB inh -10, LRH-1 inv ag -10, EBV LMP1 NFkB -12, Shn3 3UTR inh -3 and CF NFkB block 0.
Screening O=C(O)C1Cc2ccccc2CN1C(=O)COc1ccc(Cl)cc1 (stereo not given) returned TWEAK Fn14 block 9, NCOA3 inh -13, SRC1 inh -6, TRAIL sens C8 -7, KKLEB tox 9, NR2F2 inh -8, TROY NFkB inh -1, LRH-1 inv ag -1, EBV LMP1 NFkB -6, Shn3 3UTR inh 3 and CF NFkB block -17.
COc1ccc(CCNC(=O)CC2SC(=NCCc3ccccc3)NC2=O)cc1OC (stereo not given) was read as TWEAK Fn14 block -7, NCOA3 inh 1, SRC1 inh -16, TRAIL sens C8 6, KKLEB tox 5, NR2F2 inh 3, TROY NFkB inh 6, LRH-1 inv ag 7, EBV LMP1 NFkB 2, Shn3 3UTR inh 68 and CF NFkB block -12.
CC(=O)N=c1scc(-c2ccccc2)n1-c1cccc(O)c1 was read as TWEAK Fn14 block -1, NCOA3 inh 10, SRC1 inh -16, TRAIL sens C8 8, KKLEB tox -1, NR2F2 inh -2, TROY NFkB inh -13, LRH-1 inv ag 22, EBV LMP1 NFkB 1, Shn3 3UTR inh -3 and CF NFkB block 12.
For O=c1[nH]c2ccccc2c2nc(-c3cccc(S(=O)(=O)N4CCCC4)c3)nn12 the results were TWEAK Fn14 block -8, NCOA3 inh 2, SRC1 inh -5, TRAIL sens C8 -14, KKLEB tox -12, NR2F2 inh -1, TROY NFkB inh -8, LRH-1 inv ag -17, EBV LMP1 NFkB 4, Shn3 3UTR inh -2 and CF NFkB block -1.
Screening CCN(C(=O)c1c(C)noc1C)c1c(N)n(Cc2ccccc2)c(=O)[nH]c1=O returned TWEAK Fn14 block 0, NCOA3 inh -19, SRC1 inh 2, TRAIL sens C8 -5, KKLEB tox -3, NR2F2 inh -11, TROY NFkB inh -5, LRH-1 inv ag 2, EBV LMP1 NFkB -1, Shn3 3UTR inh 11 and CF NFkB block 9.
Screening CCCCC(=O)Nc1ccc(S(=O)(=O)Nc2nccc(C)n2)cc1 returned TWEAK Fn14 block -9, NCOA3 inh 1, SRC1 inh 5, TRAIL sens C8 -2, KKLEB tox -2, NR2F2 inh -3, TROY NFkB inh 4, LRH-1 inv ag -3, EBV LMP1 NFkB -2, Shn3 3UTR inh 7 and CF NFkB block 4.
